RECQ1 helicase: RECQ1 (human) helicase inhibition | RECQ1 DNA unwinding, red fluorescence kinetic read | Potency, µM (highest dose often 57.3 µM), for the others: top-dose activity, negative = inhibition, hits mostly inhibitors | P46063 | 240,000 tested, 0.54% active | AID 2549;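 further: plate controls were vehicle for no effect and no enzyme for full effect; nearly all actives have a fitted effect of over 30% in size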
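RECQ1T1 50 nM; forked duplex (20 bp + 30-nt ss tails) 200 nM, ATP 2 mM final; pH 8.0, 2 mM MgCl2, 2.5 ug/ml poly(dI-dC); 15 min compound preincubation; discontinuous kinetic read over 2 h at RT.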
L3MBTL1 block: blocks human L3MBTL1. AlphaScreen L3MBTL1–H3K9me1 peptide binding. Potency, µM (titrated, usually from 57.1 µM), inactives show top-dose activity, negative = inhibition, actives largely listed as inhibitors. 230,000 tested, 0.66% active; further: nearly all actives have a fitted effect of over 60% in size
Target sequence (Q9Y468 whole entry, looked up): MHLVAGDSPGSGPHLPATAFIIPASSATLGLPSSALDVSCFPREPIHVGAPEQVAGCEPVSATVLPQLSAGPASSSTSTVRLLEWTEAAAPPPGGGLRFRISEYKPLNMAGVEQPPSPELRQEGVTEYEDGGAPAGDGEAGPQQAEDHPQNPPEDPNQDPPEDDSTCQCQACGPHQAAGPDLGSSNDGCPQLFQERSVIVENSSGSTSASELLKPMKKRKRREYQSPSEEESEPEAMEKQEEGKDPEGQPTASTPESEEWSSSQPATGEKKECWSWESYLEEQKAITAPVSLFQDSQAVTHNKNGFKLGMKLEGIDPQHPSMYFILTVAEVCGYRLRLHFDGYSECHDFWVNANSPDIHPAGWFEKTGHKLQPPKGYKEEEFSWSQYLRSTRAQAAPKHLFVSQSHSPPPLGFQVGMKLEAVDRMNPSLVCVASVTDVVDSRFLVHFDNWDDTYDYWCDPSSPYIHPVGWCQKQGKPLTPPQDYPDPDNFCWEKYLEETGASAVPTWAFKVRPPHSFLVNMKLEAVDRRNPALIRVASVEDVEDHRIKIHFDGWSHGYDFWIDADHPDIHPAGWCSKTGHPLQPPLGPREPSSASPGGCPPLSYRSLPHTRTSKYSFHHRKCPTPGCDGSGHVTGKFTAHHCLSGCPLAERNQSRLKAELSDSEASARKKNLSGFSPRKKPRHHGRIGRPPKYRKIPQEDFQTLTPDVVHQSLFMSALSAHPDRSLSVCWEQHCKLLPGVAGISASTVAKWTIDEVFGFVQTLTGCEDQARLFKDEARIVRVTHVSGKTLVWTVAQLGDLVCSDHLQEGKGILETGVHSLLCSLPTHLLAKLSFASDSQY
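First, the protein-peptide complex forms for 30 min at room temperature (L3MBTL1 50 nM, biotinylated H3K9me1 peptide 75 nM). Next, compounds are pin-transferred and incubated 30 min. Finally, AlphaScreen beads are added and read after 30 min.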
* = called active by the depositor; / = not tested or not shown; & = joins results of further samples; [ ] = another dose, or the depositor's remark. The call rests on the fitted dose curve; in most records, active means well fitted curve in the direction sought with a large enough effect; inconclusive means small, poorly fitted or top-dose-only effect, or another doubt; inactive means no such curve, though single readings can be large; an effect the other way counts as inactive or inconclusive. Unless noted, on the % scale 0 is the no-effect control and ±100 the full control effect; potency means the concentration at half of the fitted maximal effect. The list is partial; rates above refer to the full screens.

1) C/C=C1/C[N+]2(C)CCC34C(=C(C=O)[C@H]1C[C@@H]32)Nc1ccccc14 (some centres undefined)
2) Ic1ccccc1CN[C@@H]1C2CCN(CC2)[C@@H]1C(c1ccccc1)c1ccccc1
3) Oc1ccc2c3c1O[C@H]1[C@@H](O)CC[C@@]4(O)[C@@H](C2)N(CC2CCC2)CC[C@]314
4) COC(=O)C1=C(c2ccc(C(C)=O)cc2)C[C@@H]2CC[C@H]1N2C(=O)NCc1ccc(F)cc1
5) CCCNC(=O)N1[C@H]2CC[C@@H]1C(C(=O)OC)=C(c1ccc(OC)c(OC)c1)C2
6) Cc1cc(C(=O)OCC(=O)Nc2ccccc2F)c(C)n1C1CC1
7) c1cc(CNCCc2ccc3c(c2)OCO3)ccn1
8) CC(C)(C)C(=O)O[C@H]1CC[C@@]2(C)C(=CC(=O)C3C2CC[C@]2(C)C(=O)CCC32)C1 (some centres undefined)
9) CCCCCCn1c(=O)c(C(=O)Nc2ncccc2O)c(O)c2ccccc21
10) NP(=O)(OCCCc1ccccc1)Oc1ccccc1 (centres undefined)

| compound no. | 1 | 2 | 3 | 4 | 5 | 6 | 7 | 8 | 9 | 10 |
| --- | --- | --- | --- | --- | --- | --- | --- | --- | --- | --- |
| RECQ1 helicase | / | / | / | / | / | / | / | / | / | / |
| L3MBTL1 block | 1% | -4% | 0%&-3% | 7% | 10% | -6% | -1%[2.29 µM] | 5% | 6%[2.29 µM] | 7% |

11) CCC1(C)CN(S(=O)(=O)OCC(Cl)(Cl)Cl)C(=O)N1 (centres undefined)
12) COC(=O)C1=C(c2ccccc2OCc2ccccc2)C[C@@H]2CC[C@H]1N2C(=O)NCCCOC(C)C
13) COC(=O)C1=C(c2ccc(F)cc2OCc2ccccc2)C[C@@H]2CC[C@H]1N2C(=O)NCCOc1ccccc1
14) CC(=Nc1ccccc1N)c1c(O)n(C)c(=O)n(C)c1=O
15) COc1cc(C2c3cc4c(cc3CC3COC(=O)C32)OCO4)cc(OC)c1OC (centres undefined)
16) CCCCCn1c(=O)c(C(=O)Nc2cc(C)ccn2)c(O)c2ccccc21
17) O=C1C(Cl)=CC(=Nc2ccc(O)cc2)C=C1Cl

| compound no. | 11 | 12 | 13 | 14 | 15 | 16 | 17 |
| --- | --- | --- | --- | --- | --- | --- | --- |
| RECQ1 helicase | / | / | / | / | / | / | -5% |
| L3MBTL1 block | 1% | -11% | -6% | -1% | -5% | 0%[2.29 µM] | -28% |

A different layout for 4 compounds above:
(17) O=C1C(Cl)=CC(=Nc2ccc(O)cc2)C=C1Cl
  RECQ1 helicase: -5%
  L3MBTL1 block: -28%

(15) COc1cc(C2c3cc4c(cc3CC3COC(=O)C32)OCO4)cc(OC)c1OC (centres undefined)
  RECQ1 helicase: /
  L3MBTL1 block: -5%

(12) COC(=O)C1=C(c2ccccc2OCc2ccccc2)C[C@@H]2CC[C@H]1N2C(=O)NCCCOC(C)C
  RECQ1 helicase: /
  L3MBTL1 block: -11%

(13) COC(=O)C1=C(c2ccc(F)cc2OCc2ccccc2)C[C@@H]2CC[C@H]1N2C(=O)NCCOc1ccccc1
  RECQ1 helicase: /
  L3MBTL1 block: -6%
